Assay outcomes (PubChem)
JMJD2A Tudor inh – blocks the human JMJD2A Tudor domain; O75164; AlphaScreen JMJD2A-Tudor / H3K4me3 peptide binding; Potency, µM (top dose mostly 114 µM), for the others: at the highest dose activity change, negative = inhibition, usual class: inhibitors; 390,000 tested, 4.4% active; AID 504339; further: on the % scale 0 is the no-effect control and ±100 the full control effect; nearly all actives have a fitted effect of over 50% in size
APE1 inh – inhibitors of human APE1 endonuclease. P27695. recombinant APE1, TAMRA/BHQ-2 abasic DNA cleavage fluorescence. Potency, µM (top dose mostly 65.8 µM), without a hit: at the top dose activity change, negative = inhibition, usual class: inhibitors. 350,000 tested, 0.35% active;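 further: plate controls were vehicle for no effect and reference inhibitor for full effect; nearly all actives have a fitted effect of over 55% in size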
Target sequence (P27695 whole entry, looked up): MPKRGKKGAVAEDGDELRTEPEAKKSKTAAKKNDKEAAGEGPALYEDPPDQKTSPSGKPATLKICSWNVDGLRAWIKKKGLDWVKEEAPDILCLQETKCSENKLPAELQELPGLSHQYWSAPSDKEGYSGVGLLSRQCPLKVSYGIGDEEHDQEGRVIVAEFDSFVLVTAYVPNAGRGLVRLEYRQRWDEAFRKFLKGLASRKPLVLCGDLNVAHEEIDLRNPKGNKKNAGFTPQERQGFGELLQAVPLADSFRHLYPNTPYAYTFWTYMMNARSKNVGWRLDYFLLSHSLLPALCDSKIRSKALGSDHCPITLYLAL
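Enzyme (0.75 nM final) and test compound are incubated 15 min at room temperature before adding 50 nM quenched THF abasic-site duplex. Cleavage dequenches TAMRA, followed at 525/598 nm over three reads one minute apart.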
POLI inh – inhibitors of human DNA polymerase iota; Q9UNA4; Pol iota fluorescent replication assay, 10 min; Potency, µM (highest dose often 115 µM), for inactives: at the highest dose activity, negative = inhibition, most hits filed as inhibitors; 390,000 tested, 1% active
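Fluorescent replication assay read twice, at 0 min and 10 min after adding 50 nM (final) substrate. Enzyme (10 nM) and compounds were first incubated 15 min at room temperature; enzyme-free buffer wells were negative controls.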
POLB inh – blocks human DNA polymerase beta activity; P06746; Pol beta primer extension/strand displacement, fluorescence kinetic; Potency, µM (doses to about 114 µM), for the others: top-dose activity change, negative = inhibition, hits mostly inhibitors; 340,000 tested, 1.3% active; further: on the % scale 0 is the no-effect control and ±100 the full control effect
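Curves were derived by four-parameter Hill fits of normalized qHTS data. The kinetic fluorescent primer-extension read was taken at 0 and 10 min after 50 nM substrate, following a 15 min room-temperature preincubation of 10 nM enzyme with compounds.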
G9a inh – blocks human histone lysine methyltransferase G9a; G9a H3K9 monomethylation, AlphaScreen, 2 h; Potency, µM (doses to about 102 µM), for the others: at the top dose activity, negative = inhibition, actives largely listed as inhibitors; 350,000 tested, 8.8% active; further: on the % scale 0 is the no-effect control and ±100 the full control effect; nearly all actives have a fitted effect of over 75% in size
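Methyltransferase reactions run at room temperature for 2 h (20 nM enzyme, 500 nM biotin-H3K9 peptide, 20 uM SAM) after a 15 min compound preincubation; product detected by AlphaScreen beads and anti-H3K9me1 antibody.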
Pol eta inh – inhibitors of human DNA polymerase eta. Q9Y253. recombinant Pol eta, fluorescent DNA replication assay. Potency, µM (doses to about 114 µM), for the others: at the top dose activity change, negative = inhibition, actives largely listed as inhibitors. 390,000 tested, 1.2% active. AID 588591; further: on the % scale 0 is the no-effect control and ±100 the full control effect
Target sequence (Q9Y253 whole entry, looked up): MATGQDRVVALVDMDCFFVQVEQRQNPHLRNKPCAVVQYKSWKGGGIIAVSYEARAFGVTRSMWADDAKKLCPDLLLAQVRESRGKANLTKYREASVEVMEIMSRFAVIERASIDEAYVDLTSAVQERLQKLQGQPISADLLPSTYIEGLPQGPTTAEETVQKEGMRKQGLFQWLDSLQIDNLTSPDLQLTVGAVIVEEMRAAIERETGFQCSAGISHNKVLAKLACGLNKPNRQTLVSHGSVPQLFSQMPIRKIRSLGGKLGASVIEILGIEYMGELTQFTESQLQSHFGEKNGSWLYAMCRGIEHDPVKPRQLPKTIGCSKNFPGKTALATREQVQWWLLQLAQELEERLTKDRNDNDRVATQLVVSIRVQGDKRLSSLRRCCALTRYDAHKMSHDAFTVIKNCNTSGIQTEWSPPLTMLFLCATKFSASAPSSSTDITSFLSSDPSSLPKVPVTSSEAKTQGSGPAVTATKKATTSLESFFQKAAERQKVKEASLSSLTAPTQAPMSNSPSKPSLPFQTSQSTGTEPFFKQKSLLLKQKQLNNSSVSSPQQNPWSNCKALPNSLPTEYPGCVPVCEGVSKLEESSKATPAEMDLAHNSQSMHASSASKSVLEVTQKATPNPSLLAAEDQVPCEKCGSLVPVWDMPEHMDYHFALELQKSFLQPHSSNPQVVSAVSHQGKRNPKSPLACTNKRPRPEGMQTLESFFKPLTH
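Fluorescent replication assay: 50 nM final substrate added after a 15 min room-temperature compound preincubation with 10 nM enzyme. Signal taken at 0 min and again at 10 min.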
Pol kappa inh – inhibitors of human DNA polymerase kappa | Q9UBT6 | purified Pol kappa, fluorescent DNA synthesis assay, 10 min | Potency, µM (titrated, usually from 107 µM), inactives show at the highest dose activity, negative = inhibition, hits mostly inhibitors | 400,000 tested, 0.53% active | AID 588579; further: on the % scale 0 is the no-effect control and ±100 the full control effect
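Pol kappa 10 nM + cpd, 15 min RT; start w/ substrate 50 nM final; fluorescence kinetic read, 0 and 10 min. Neg ctrl: buffer, no enzyme.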
BAZ2B inh – blocks human BAZ2B | Q9UIF8 | AlphaScreen BAZ2B-H3K14Ac peptide displacement | Potency, µM (highest dose often 114 µM), for inactives: at the highest dose activity change, negative = inhibition, usual class: inhibitors | 360,000 tested, 4.4% active; further: on the % scale 0 is the no-effect control and ±100 the full control effect; nearly all actives have a fitted effect of over 60% in size
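Protein-peptide AlphaScreen: BAZ2B 50 nM, b-H3K14Ac 50 nM, 1x PBS pH 7.4 + 0.01% Tween-20. Preincubation 30 min RT; cpd 30 min RT (top 110 uM); beads 20 min RT, light-protected.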
BLM inh – blocks DNA unwinding by human BLM helicase | P54132 | recombinant BLM DNA unwinding, fluorescence dequenching | Potency, µM (titrated, usually from 56.1 µM), inactives show top-dose activity change, negative = inhibition, most hits filed as inhibitors | 350,000 tested, 0.2% active | AID 2528;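 further: plate controls were vehicle for no effect and no enzyme for full effect; nearly all actives have a fitted effect of over 35% in size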
The depositor's hits bear a star; u = inconclusive; x = not tested or not shown; & = joins results of further samples; [ ] = dose if it differs, or a comment. The call rests on the fitted dose curve; in most records, active means well fitted curve in the direction sought with a large enough effect; inconclusive means small, poorly fitted or top-dose-only effect, or another doubt; inactive means no such curve, though single readings can be large; an effect the other way counts as inactive or inconclusive. Potency means the concentration at half of the fitted maximal effect.

Start of the data: the first 2 records, to show the layout:
SMILES	JMJD2A Tudor inh	APE1 inh	POLI inh	POLB inh	G9a inh	Pol eta inh	Pol kappa inh	BAZ2B inh	BLM inh
CC(=O)Nc1nc2ccccc2n1CCN1CCOCC1	4.47µM*	-4.0%	-9.1%[58.9 µM]	-4.8%	u	0.9%	1.8%	-36.9%	2.9%
Cc1cccc(C2c3[nH]c4ccccc4c3CCN2C(=O)c2ccc(=O)[nH]c2)n1 (stereo not given)	-21.5%	2.4%	12.7%	2.2%	x	-3.8%	-13.8%	u	0.1%

All compounds of this part, previewed entries included:
SMILES	JMJD2A Tudor inh	APE1 inh	POLI inh	POLB inh	G9a inh	Pol eta inh	Pol kappa inh	BAZ2B inh	BLM inh
CC(=O)Nc1nc2ccccc2n1CCN1CCOCC1	4.47µM*	-4.0%	-9.1%[58.9 µM]	-4.8%	u	0.9%	1.8%	-36.9%	2.9%
Cc1cccc(C2c3[nH]c4ccccc4c3CCN2C(=O)c2ccc(=O)[nH]c2)n1 (stereo not given)	-21.5%	2.4%	12.7%	2.2%	x	-3.8%	-13.8%	u	0.1%
COc1cccc(C(=O)Nc2nnc(-c3ccccc3)s2)c1	-12.3%	-13.6%	0.0%	0.9%	18.5%	8.0%	-14.1%	-9.2%	-2.5%
Cn1c(CCNC(=O)c2ccccc2Cl)n[nH]c1=S	44.7µM*	-1.6%	-10.4%	34.5%	-17.6%[12.7 µM]	3.0%	-0.8%	4.3%	-0.9%
Cc1oc2c(C)c3oc(=O)c(CC(=O)N4CCCCC4)c(C)c3cc2c1C	-17.6%	x	18.8%	32.0%[activator]	-5.7%[59 µM]	-9.8%	-4.9%	-3.6%	0.0%
Cc1c(O)c2ccccc2n(-c2ccccc2)c1=O	-0.7%	x	-2.0%[58.9 µM]	x	x	-16.7%	1.9%	x	x
CCOC(=O)Cn1nnnc1C(CC)N(Cc1cccs1)Cc1cc2ccc(OC)cc2[nH]c1=O (stereo not given)	-10.6%	7.6%	4.3%	-0.5%	u	-16.0%	-1.6%	u	-6.2%
C=CCn1c(CNC(=O)c2ccccc2C)nnc1SCC(=O)NC1CCCC1	-14.2%[57.1 µM]	3.0%	-15.7%	-22.3%	-5.6%[12.7 µM]	-13.4%	-12.3%	-0.8%	-1.2%
O=C(NCCN1C(=O)S/C(=C\c2ccc(OC(F)F)cc2)C1=O)[C@@H]1CCCN1C(=O)c1cccs1	2.2%	10.4%	2.1%	1.6%	21.6%[59 µM]	-1.3%	1.4%	0.8%	3.0%
Cc1n[nH]c(=S)n1/N=C/c1ccccc1OCc1ccc(Cl)cc1Cl	-11.3%	0.2%	22.1%	9.3%	13.4%[59 µM]	2.4%	5.8%	2.3%	-2.4%
O=C(CCc1ccccc1)N[C@@H]1c2ccccc2CC[C@H]1OCc1ccccc1	0.7%	-6.1%	u	x	x	-15.2%	-6.3%	x	x
O=C(OCc1ccccc1Cl)c1ccccc1C(=O)c1ccccc1	114.4%[activator]	-5.4%	-1.5%	17.7%	111.0%[activator][59 µM]	-14.0%	-6.2%	103.5%[activator]	-7.7%
CC(C)CCOP(=O)(c1ccc(N(C)C)cc1)C(O)c1c(Cl)cccc1Cl (stereo not given)	-24.1%	4.5%	-6.1%	31.1%	18.1%	-7.4%	-10.7%	-24.5%	-4.5%
COc1ccc(CCNC(=O)COC(=O)c2cc(S(=O)(=O)N3CCOCC3)ccc2C)cc1OC	-2.8%	4.4%	19.9%	x	x	-14.0%	-4.9%	x	x
CCOC(=O)N1CCN(C(=S)Nc2ccc3nc(N4CCN(CC)CC4)cc(C)c3c2)CC1	-35.2%	-2.1%	25.3%	-12.2%	u	-14.0%	-10.5%	-33.1%	-1.8%
CCOC(=O)c1ccc(N2C(=O)C=CC2=O)cc1	22.4µM*	3.0%	18.1%	5.0%	u	-18.1%	15.0%	u	-7.0%
O=C(NN=C1CCCCC1)NC1CCCCC1	-5.6%	12.1%	-5.5%	29.5%	13.9%[59 µM]	-9.1%	2.2%	-5.0%	0.2%
Cn1c(=O)c2c(ncn2CC(=O)Nc2cccc(Cl)c2Cl)n(C)c1=O	-15.7%	x	-12.5%	-29.9%	10.5%[59 µM]	-15.8%	-13.9%	2.4%	-0.1%
CCOc1ccc(-c2nnn(CC(=O)NCCc3c[nH]c4ccccc34)n2)cc1	14.7%	-6.9%	24.1%	-9.8%	21.8%[59 µM]	-6.5%	-4.9%	6.0%	0.6%
Cc1ccc(CNC(=O)CCCc2nnc3n(CC(C)C)c(=O)c4sccc4n23)cc1	-13.6%	x	3.4%	2.4%	0.7%[59 µM]	-1.1%	1.6%	-14.3%	-2.2%
CN1c2ccc(C=O)c3c(C=O)ccc(c23)N(C)C1(C)C	u	26.9%	67.5%[activator]	-11.2%	u	-13.5%	-13.8%	-26.3%	-4.1%
COc1ccc(NC(=O)N2C3CCCC2CC(NC(=O)c2ccccc2)C3)cc1 (stereo not given)	-16.4%	27.4%	52.5%[activator]	41.9%	15.4%	-22.3%	-3.3%	1.3%	-4.2%
Nc1c(-c2cccc([N+](=O)[O-])c2)nc2ccccn12	-34.7%	9.4%	14.3%	1.5%	79.4µM*	-0.4%	-6.3%	u	-0.3%
CN(C(=O)CSc1nc2ccc(NC(=O)COc3ccc(F)cc3)cc2s1)c1ccccc1	-17.9%	x	26.0%	2.7%	-3.2%[59 µM]	x	-3.3%	-14.3%	-11.4%
O=C(NC(Cc1ccccc1)C(=O)O)/C(=C\c1ccccc1F)NC(=O)c1ccccc1 (stereo not given)	-15.0%	-0.7%	63.9%[activator]	11.9%	u	-0.2%	-0.3%	-1.5%	0.0%

A different layout for some results above:
COc1ccc(CCNC(=O)COC(=O)c2cc(S(=O)(=O)N3CCOCC3)ccc2C)cc1OC
  JMJD2A Tudor inh: -2.8%	APE1 inh: 4.4%	POLI inh: 19.9%	POLB inh: x	G9a inh: x	Pol eta inh: -14.0%	Pol kappa inh: -4.9%	BAZ2B inh: x	BLM inh: x
CCOC(=O)N1CCN(C(=S)Nc2ccc3nc(N4CCN(CC)CC4)cc(C)c3c2)CC1
  JMJD2A Tudor inh: -35.2%	APE1 inh: -2.1%	POLI inh: 25.3%	POLB inh: -12.2%	G9a inh: u	Pol eta inh: -14.0%	Pol kappa inh: -10.5%	BAZ2B inh: -33.1%	BLM inh: -1.8%

New compounds follow
SMILES	JMJD2A Tudor inh	APE1 inh	POLI inh	POLB inh	G9a inh	Pol eta inh	Pol kappa inh	BAZ2B inh	BLM inh
CCCNC(=O)c1onc(CSc2ccncc2)c1C(=O)NCCC	-20.1%	-7.9%	-21.1%	-18.9%	45.7%[activator][59 µM]	-12.5%	-5.6%	-0.7%	0.7%
Cc1ccccc1NC(=O)N1CCN(C(=O)c2ccco2)CC1	-5.2%	-3.9%	u	-5.9%	-4.3%	-15.3%	3.3%	-16.7%	-1.4%
COc1ccc(OC)c(-c2cc(C(=O)NCc3ccc(Cl)cc3)no2)c1	-0.7%&-9.6%	-2.3%	41.5%&-9.3%[activator]	9.8%&21.0%	-10.3%&8.3%[59 µM]	-4.8%&-4.0%	10.6%&-10.3%	-38.8%&7.0%	-0.2%&-0.7%
COc1ccc(C)cc1NC(=O)CCCN1C(=S)NC(C)(C)CC1C (stereo not given)	-18.5%	2.8%	10.9%	-28.9%	u	-18.5%	-2.0%	-1.2%	-1.7%
COc1ccc(S(=O)(=O)Nc2cc3c(C(=O)OC(C)C)c(C)oc3c3ccccc23)cc1	-4.6%	x	7.0%	-24.9%	-0.6%[59 µM]	-13.5%	-7.4%	-13.1%	-5.6%
O=C(Cn1ccsc1=NC(=O)c1ccco1)c1ccccc1	-12.2%	-7.2%	u	3.6%	u	-8.9%	6.4%	-25.8%	0.7%
Cc1ccc(NC(=O)C2CC(=O)N(CCc3ccccc3)C2)c(C)c1 (stereo not given)	-2.1%	u	41.0%[activator]	21.5%	12.8%[59 µM]	-10.8%	-7.1%	-7.2%	-1.8%
CN(CC(O)COc1ccc(S(=O)(=O)N2CCOCC2)cc1)C1CCCCC1 (stereo not given)	-21.4%	5.0%	4.8%	54.8%	0.0%[59 µM]	6.8%	-20.6%	7.7%	-9.0%
O=C(CC(Nc1ccccc1Cl)C(=O)O)c1ccccc1 (stereo not given)	-13.7%	5.2%	82.2%[activator]	-14.8%	u	-11.6%	-8.4%	-34.2%	1.4%
COc1ccc(S(=O)(=O)N2CCOC23CCN(S(=O)(=O)c2ccc(F)cc2)CC3)cc1	-4.8%	-2.8%	48.7%[activator]	x	-33.9%	-16.6%	-13.9%	-20.1%	x
Nc1ncc(-n2cncn2)c(-c2ccc(Cl)cc2)n1	-7.0%	10.4%	-24.8%	18.6%	0.6%[59 µM]	1.8%	-8.6%	-1.0%	-11.7%
COc1ccccc1Nc1nc(C)cc(C)c1C(N)=O	4.6%[11.4 µM]	2.1%	7.8%	28.1%	8.5%[59 µM]	1.9%	-8.0%	-1.1%	0.6%
COc1ccc(NC(=O)CC2SC(=Nc3ccccc3)NC2=O)c(OC)c1 (stereo not given)	-22.1%	8.4%	-9.9%	4.1%	11.9%[59 µM]	-8.8%	-1.2%	4.7%	2.8%
COc1ccc(NCc2cc3ccccc3[nH]c2=O)cc1	u	2.0%	30.2%[activator]	4.8%	50.1µM*	1.8%	2.9%	u	-0.6%
N#C/C(=C\c1ccccc1[N+](=O)[O-])C(=O)NCc1ccccc1	-26.9%	-2.0%	99.7%[activator]	-4.4%	x	-3.3%	-4.4%	-23.4%	-6.8%
Cc1cccc(CCNC(=O)c2ccc3c(c2)N(Cc2ccccc2F)C(=O)c2ccccc2S3)c1	-0.3%	x	-5.3%	9.4%	8.2%[59 µM]	-15.5%	-11.1%[60.1 µM]	-11.1%	-4.9%
N#CCCN(C(=O)COc1ccc(C#N)cc1)c1ccc(F)cc1	-9.6%	0.0%	-15.3%	9.2%	9.0%	-7.9%	14.7%	-4.4%	-0.9%
COC(=O)C1=C(C(=O)OC)[C@@H]2Nc3ccccc3[C@@]23C[C@@H](C(=O)OC)N(C(=O)COCc2ccccc2)C3=N1	-11.7%	-4.2%[12.4 µM]	8.3%	x	x	-11.6%	-8.0%	x	-2.2%[12.4 µM]
CC(C)c1ccc(NC(=O)C2CCCN(S(=O)(=O)c3ccc4[nH]c(=O)ccc4c3)C2)cc1 (stereo not given)	3.3%	x	11.3%	0.2%	15.7%[59 µM]	x	1.9%	-3.1%	-3.5%

This is a subset; rates above refer to the full screens.
